Screening data deposited in PubChem by National Center for Advancing Translational Sciences (NCATS).
Sm TGR block – S. mansoni TGR enzyme inhibition; Q962Y6; purified TGR, DTNB reduction, TNB absorbance 405 nm; Potency, µM (highest dose often 114 µM), without a hit: at the highest dose activity change, negative = inhibition, hits mostly inhibitors; actives 3% (n = 360,000); AID 485364; note: potency is the fitted concentration of half-maximal effect; nearly all actives have a fitted effect of over 60% in size
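TGR 20 nM + NADPH 100 uM (dispensed conc.), cpd preinc 15 min RT; start with NADPH (500 uM addition) then DTNB (15 mM addition). Kinetic TNB absorbance, 405 nm filter. Four-parameter Hill fit across titration.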
AmpC no deterg – AmpC beta-lactamase inhibition without detergent; P00811; AmpC nitrocefin hydrolysis, absorbance 480 nm, 0.0001% Triton; Potency, µM (series often up to 57.1 µM), for the others: at the highest dose activity change, negative = inhibition, hits mostly inhibitors; actives 0.52% (n = 330,000);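 note: potency is the fitted concentration of half-maximal effect; plate controls were no compound for no effect and no enzyme for full effect; nearly all actives have a fitted effect of over 20% in size; some results filed as inactive show a strong effect at the top dose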
Target sequence (P00811 whole entry, looked up): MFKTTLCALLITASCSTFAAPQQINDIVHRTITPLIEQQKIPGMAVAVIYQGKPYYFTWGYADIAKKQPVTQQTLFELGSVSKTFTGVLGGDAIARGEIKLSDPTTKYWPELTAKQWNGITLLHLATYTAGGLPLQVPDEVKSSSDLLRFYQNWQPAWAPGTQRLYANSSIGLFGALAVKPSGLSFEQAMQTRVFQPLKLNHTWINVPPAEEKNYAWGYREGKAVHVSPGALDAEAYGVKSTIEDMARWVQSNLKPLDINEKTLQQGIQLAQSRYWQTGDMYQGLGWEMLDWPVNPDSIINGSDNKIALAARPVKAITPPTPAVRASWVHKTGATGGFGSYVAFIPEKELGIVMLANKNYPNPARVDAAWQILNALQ
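AmpC (5.3 nM in the dispensed reagent) in 20 mM phosphate pH 7.0 with 0.01% (detergent screen) or 0.0001% Triton X-100 was preincubated with compounds for 15 min at room temperature. Nitrocefin was then added from an 800 uM solution, and hydrolysis was followed at 480 nm.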
HCMV inh – blocks human cytomegalovirus replication; HFF cells, HCMV-luciferase reporter, 72 h; stronger effect = lower value; activity change, negative = inhibition, % at 57.5 µM; actives 4.5% (n = 410,000); AID 1259415; in the data active = activity change below about -60%; inconclusive = no clear call, values can overlap the other calls; inactive = above about -39%
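Compounds were evaluated in HFFs infected with an HCMV luciferase reporter virus (MOI 1 PFU/cell). Luciferase in lysates collected 72 h post infection served as the replication measure.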
AmpC inh detg – AmpC beta-lactamase inhibition with detergent present | actives 0.041% (n = 370,000) | AmpC hydrolysis of nitrocefin, absorbance 480 nm, 0.01% Triton | Potency, µM (doses to about 114 µM), for inactives: at the top dose activity change, negative = inhibition, hits mostly inhibitors;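 note: potency is the fitted concentration of half-maximal effect; 0% = no-compound wells and -100% = no-enzyme wells; nearly all actives have a fitted effect of over 25% in size; some results filed as inactive show a strong effect at the top dose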
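20 mM phosphate pH 7.0 + 0.01% (detergent screen) or 0.0001% Triton X-100; 5.3 nM AmpC reagent; cpd preinc 15 min RT; nitrocefin (800 uM stock) to start; A480 q20 s × 4 min; Activity was normalised to no-enzyme and no-compound control wells.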
Giardia FBPA inh – Giardia lamblia aldolase inhibition | A8B2U2 | purified Giardia FBPA | Potency, µM (top dose mostly 59.6 µM), for the others: at the highest dose activity, negative = inhibition, most hits filed as inhibitors | actives 0.71% (n = 290,000) | AID 2451; note: potency is the fitted concentration of half-maximal effect; nearly all actives have a fitted effect of over 55% in size
Target sequence (A8B2U2 whole entry, looked up): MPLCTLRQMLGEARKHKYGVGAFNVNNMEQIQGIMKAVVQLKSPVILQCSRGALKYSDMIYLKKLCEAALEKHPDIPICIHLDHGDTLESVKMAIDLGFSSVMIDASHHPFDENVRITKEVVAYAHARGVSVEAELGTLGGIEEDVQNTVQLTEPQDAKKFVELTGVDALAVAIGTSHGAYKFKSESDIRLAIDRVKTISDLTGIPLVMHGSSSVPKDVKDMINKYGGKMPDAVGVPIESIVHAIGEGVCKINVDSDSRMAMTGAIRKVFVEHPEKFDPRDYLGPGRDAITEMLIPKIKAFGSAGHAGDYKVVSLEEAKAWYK
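Giardia FBPA (40 nM reagent) was preincubated 10 min at RT with compound (up to 57.5 uM final), then substrate plus GAPDH/TPI/NAD/arsenate coupling system with diaphorase/resazurin was added; resorufin fluorescence (525/598 nm) was read after 20 min.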
HCV inh – HCV inhibition. Potency, µM (titrated, usually from 41.8 µM), inactives show at the highest dose activity change, negative = inhibition, hits mostly inhibitors. actives 3.4% (n = 340,000). Huh7.5.1 HCVcc-Cre infection, luciferase reporter, 44 h; note: potency is the fitted concentration of half-maximal effect
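Reporter virus HCVcc-Cre (~0.5 moi) infects cells exposed to compound; seeding density 1,000 cells/well with 4 h settling beforehand. Luminescence, 15 sec read, taken 44 h post-infection following a 15 min RT substrate incubation.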
An asterisk follows results filed as active; ? = inconclusive; . = no result given; & = joins results of further samples; [ ] = another dose, or the depositor's remark. Unless noted, calls come from the whole dose curve; as a rule, active = well fitted curve in the direction sought with a large enough effect; inconclusive = small, poorly fitted or top-dose-only effect, or another doubt; inactive = no such curve, though single readings can be large; an effect the other way counts as inactive or inconclusive. Unless noted, % is set by controls: 0 for no effect and ±100 for the full control effect.

SMILES	Sm TGR block	AmpC no deterg	HCMV inh	AmpC inh detg	Giardia FBPA inh	HCV inh
Cc1cc(C(=O)NC(C)C2CCCO2)no1 (configuration not stated)	3%	-3%	-23	-4%	5%	11%
COc1ccc(NS(=O)(=O)c2ccc(O)c(C(=O)OCC(=O)N3CCCCC3)c2)cc1	-3%	-13%	6	1%	.	8%
CCN(CC)C(=O)Cn1cnc2ccccc2c1=O	-3%	-14%	33	-3%	-1%	5%
CC1CCCCN1c1csc2ccc(F)cc2c1=O (configuration not stated)	2%	.	11	11%	.	.
Cc1ccc2c(c1)N(C(=O)C1CCN(S(=O)(=O)c3c(C)noc3/C=C/c3ccccc3F)CC1)CCO2	-4%	.	-14	-7%	.	.
CSCCC(NS(=O)(=O)c1ccc2c(c1)OCCO2)C(=O)N(C)Cc1ccc(C)cc1 (configuration not stated)	-23%	26%	0	7%	.	-26%
O=C(CCNC(=O)c1ccccc1Cl)Nc1nc2ccccc2s1	-13%	-9%	17	0%	0%	-5%
Cc1cccc(C)c1NC(=O)c1ccc(OCc2c(C)noc2C)cc1	.	-16%	-10	.	.	-8%
CCOC(=O)c1c(C)n(Cc2ccc3c(c2)OCO3)c2ccc(O)cc12	-17%	-36%	9	-11%	-4%	?
CCC1(C)Cc2c(sc3c2c(=O)n(C)c2nnc(SCCc4ccccc4)n32)CO1 (configuration not stated)	0%	66%	-31	?	6%	4%
Cc1cccc(NC2=Nc3ccccc3N3C2=Nc2c(c(C)nn2-c2ccccc2)C3c2ccc(O)c(O)c2)c1 (configuration not stated)	-3%	63%[activator]	-97*	?	-12%	?
O=C(NCC1(O)CCCCC1)C1CCC(=O)N(CCc2ccccc2)C1 (configuration not stated)	2%	.	.	.	3%	.
COc1ccc(-c2noc(CCC(=O)N3CCN(c4ccccc4Br)CC3)n2)cc1	.	0%	-5	.	.	-41%
Cc1nn(-c2ccc(F)cc2)c2sc(C(=O)OCC(=O)N3CCC(C)CC3)cc12	2%	-3%	0	-2%	3%	2%&-18%
COC(=O)c1ccc(COc2ccc3c(C)c(C)c(=O)oc3c2)o1	7%	-22%	18	4%	10%	-14%
O=c1[nH]c(COc2ccccc2)nc2ccccc12	65%[activator]	-4%	-15	-6%	1%	-20%
COc1ccc(C2/C=C\CN(S(=O)(=O)c3ccc(C)cc3)CC(=O)N2Cc2ccc(F)cc2)cc1 (configuration not stated)	5%	-28%	-21	0%	1%&-2%	?
Cc1ccc(C2c3[nH]c4ccccc4c3C[C@H]3C(=O)N(c4ccccc4C(=O)NCCN4CCOCC4)C(=O)N23)cc1 (some centres not stated)	2%	360%[activator]	-20	?	-3%	-23%
O=C1C=C(c2ccc3c(c2)OCO3)C[C@@H](c2ccc(F)cc2)C1	5%	-13%	-11	8%	.	18%
O=C(NCc1ccccc1)NC(O)C(Cl)(Cl)Cl (configuration not stated)	13%	-16%	-7	4%	-2%	8%

One compound at a time (already shown). Screens in order: Sm TGR block | AmpC no deterg | HCMV inh | AmpC inh detg | Giardia FBPA inh | HCV inh
Shown for CSCCC(NS(=O)(=O)c1ccc2c(c1)OCCO2)C(=O)N(C)Cc1ccc(C)cc1 (configuration not stated) → -23% | 26% | 0 | 7% | . | -26%
Shown for COc1ccc(C2/C=C\CN(S(=O)(=O)c3ccc(C)cc3)CC(=O)N2Cc2ccc(F)cc2)cc1 (configuration not stated) → 5% | -28% | -21 | 0% | 1%&-2% | ?
Shown for CC1CCCCN1c1csc2ccc(F)cc2c1=O (configuration not stated) → 2% | . | 11 | 11% | . | .

Going on with the list.
SMILES	Sm TGR block	AmpC no deterg	HCMV inh	AmpC inh detg	Giardia FBPA inh	HCV inh
O=C(COC(=O)C1(c2ccccc2F)CCCC1)NC1CCS(=O)(=O)C1 (configuration not stated)	3%	-11%	-13	0%	-1%	11%&-4%
Cc1n[nH]c(=S)n(NC(=O)/C=C/C(=O)Nn2c(=S)[nH]nc(C)c2=O)c1=O	.	-17%	-29	1%	-15%	13%
COc1ccc(CCC(=O)Nc2ccc(Cn3ccnc3)cc2)cc1	4%	-7%	25	-12%	-4%	-2%
CCCc1cc(=O)[nH]c(SCC(=O)N2CCN(S(=O)(=O)c3ccccc3)CC2)n1	-19%	-30%	7	-13%	-3%	1%
O=C(O)C(Cc1ccc(O)cc1)N1C(=O)C2CCCCC2C1=O (configuration not stated)	5%	-21%	-7	6%	4%	6%
Cc1ccc(N2CC(C(=O)N/N=C/c3cccc([N+](=O)[O-])c3)CC2=O)cc1 (configuration not stated)	1%	?	4	?	-6%	-4%
Cn1cc(S(=O)(=O)N2CCCCC2)cc1C(=O)NCc1ccc(Cl)cc1	-1%	.	55	4%	.	.
O=S(=O)(c1ccc(-c2nnc(SCc3nnc(-c4ccccc4)o3)o2)cc1)N1CCCC1	1%	-9%	-5	-5%	8%	?
COc1ccc2oc(-c3ccc(C)c(NC(=O)c4ccc(N5CCOCC5)c([N+](=O)[O-])c4)c3)nc2c1	44%[activator]	3%	-81*	-6%	1%	-19%
Cc1ccccc1-c1nc(-c2ccc(NC(=O)c3ccc(Br)o3)cc2)no1	2%	-27%	-4	?	0%	?
O=C(CSc1ncc(-c2ccc(F)cc2)[nH]1)Nc1cccc(O)c1	8%	-39%	-24	-2%	-9%	-4%
CCOC(=O)c1cc(-c2ccccc2)n(CC(=O)Nc2cccc(OC)c2)c1C	-10%	-53%	18	-3%	0%	-6%
Cc1cccc(NC(=O)c2cccc(C(F)(F)F)c2)c1	.	-20%	-15	4%	-24%	-13%
O=C(CSc1nc(O)c(C2CCCCC2)c(=O)[nH]1)NCC1CCCO1 (configuration not stated)	-17%	-38%	34	-1%	-5%	8%
CC(=O)NCC1CCCN(Cc2cn(-c3ccccc3F)nc2-c2cc(C)sc2C)C1 (configuration not stated)	3%	109%[activator]	-9	4%	-1%	-1%
COc1ccc(-n2c(Cc3cccn3C)nnc2SCC(=O)Nc2ccc(C(C)=O)cc2)cc1	?	128%[activator]	-1	-12%	-5%	-12%
COC(=O)c1ccc(C(=O)Nc2ccc(F)cc2)cc1	-27%	-1%	21	-14%	.	7.1µM*
CCOC(=O)C1(Cc2cccc(F)c2)CCN(Cc2ccon2)CC1	18%	23%	-38	3%	-6%	7%
O=C(Nc1ccon1)c1ccc(N2CCCCC2)c([N+](=O)[O-])c1	-5%	-18%	2	2%	-2%	-22%
CC1(C)CC(=O)C/C(=N/NC(=O)COc2ccc3ccccc3c2Br)C1	-21%	52%	8	0%	.	?

Three entries from above, bar-delimited.
structure | Sm TGR block | AmpC no deterg | HCMV inh | AmpC inh detg | Giardia FBPA inh | HCV inh
O=C(COC(=O)C1(c2ccccc2F)CCCC1)NC1CCS(=O)(=O)C1 (configuration not stated) | 3% | -11% | -13 | 0% | -1% | 11%&-4%
Cc1ccc(N2CC(C(=O)N/N=C/c3cccc([N+](=O)[O-])c3)CC2=O)cc1 (configuration not stated) | 1% | ? | 4 | ? | -6% | -4%
O=C(Nc1ccon1)c1ccc(N2CCCCC2)c([N+](=O)[O-])c1 | -5% | -18% | 2 | 2% | -2% | -22%

(listing goes on)
SMILES	Sm TGR block	AmpC no deterg	HCMV inh	AmpC inh detg	Giardia FBPA inh	HCV inh
C=CCSc1nnc(NC(=O)c2ccc(NC(C)=O)cc2)s1	-1%	-19%	16	8%	9%	9%
Cc1cc2c(s1)c1cnn(CC(=O)NCCc3ccccc3)c(=O)c1n2C	3%	-12%	6	-4%	9%	17%
CC(=O)c1cccc(NC(=O)NCc2ccco2)c1	-6%	-4%	-16	?	-3%	-14%
COc1ccc(CCN2C(=O)N(c3ccc(F)cc3)C(=O)C2CC(=O)Nc2ccc(F)c(F)c2)cc1 (configuration not stated)	0%	.	?	16%	.	.
Cc1cc(OCCCn2ccnc2)cc(C)c1Cl	-25%	21%	-10	?	1%	-15%
Cc1ccc(-c2noc(C3CC(=O)N(c4ccc5c(c4)OCCO5)C3)n2)cc1 (configuration not stated)	6%	.	16	19%	.	.
C/C(=N\NC(=O)c1cc(-c2ccc(C)s2)nc2ccccc12)c1cccnc1	0%	59%	-23	?	.	?
NC(=O)C1CCN(C(=O)CCNS(=O)(=O)c2cc(Br)cnc2N)CC1	4%	-16%	19	1%	17%	7%
CC1=C(c2ccc(F)cc2)S(=O)(=O)N=C1N1CCC(C(=O)NCCc2cccc(C)c2)CC1	-16%	.	-7	13%	.	.
Cc1nnn(C23CC4CC(CC(C4)C2)C3)n1	-2%	.	20	10%	-6%	8%
Cc1ccc(NC(=O)c2cc3c(s2)CCC3)cc1S(=O)(=O)N1CCOCC1	8%	-46%	-65*	-4%	0%	7.9µM*
CCOC(=O)N1CCN(C(=O)c2ccc3c(=O)n(Cc4ccc(Cl)cc4)c(=S)[nH]c3c2)CC1	9%	-19%	-36	-13%	-1%	-1%
Cc1ccc(C)c(NC(=O)CN2CCN(C3CCCCC3)C(=O)C2=O)c1	2%	.	6	16%	.	.
CCCC(=O)OCC(=O)Nc1ccc([N+](=O)[O-])cc1C#N	-4%	-25%	-21	-6%	2%	6%
COc1ccccc1OCC(=O)N1CCC2(CC1)CC(=O)c1ccccc1O2	-6%	14%	-38	-13%	.	-2%
COc1ccccc1OCC(=O)OCC(=O)NCCN1C(=O)CSC1=O	-1%	-2%	-4	-12%	2%	21%
CN(C(=O)c1ccc(Cl)c([N+](=O)[O-])c1)C1(C)CCS(=O)(=O)C1 (configuration not stated)	4%	-20%	-18	-10%	.	?
CCOC(=O)CNC(=O)CN1CCC(c2nc3ccccc3[nH]2)CC1	-7%	-1%	-7	?	.	2%
O=C(Nc1ccc(Cl)cc1)C1C2C=CC3(O2)C1C(=O)N(CCN1CCCCC1)C3C(=O)NC1CCCCC1 (configuration not stated)	-4%	-15%	5	?	10%	?
O=C(Cn1nc(-c2ccc(Cl)cc2)ccc1=O)NCc1ccccc1Cl	5%	.	26	4%	.	.
Nc1nc(-c2ccccc2)c(C(=O)Nc2ccccc2)s1	19%	-15%[11.4 µM]	-61*	?	4%	-6%
O=C(Nc1cccc(C(=O)O)c1)/C(=C/c1ccc([N+](=O)[O-])cc1)NC(=O)c1ccccc1	-1%	-18%	24	-2%	5%	12%
COc1ccccc1N=C1SC(C(=O)Nc2cccc(Cl)c2Cl)C(N)=C1C(N)=O (configuration not stated)	0%	0%	-18	2%	1%	?
COc1ccc(C(=O)N2CCN(CCNC(=O)C(=O)Nc3ccc(F)cc3)CC2)cc1	-3%	13%	?	2%	-8%	?
C=CCSc1nnc(CCCCCN2C(=O)c3cccc4cccc(c34)C2=O)o1	-22%	-4%	-25	-5%	-5%	?
CCCCOc1ccccc1P(=O)(O)CP(=O)(c1ccccc1)c1ccccc1	6%	-4%	-16	-2%	-1%	8%
CCC(C)NC(=O)CN1C(=O)c2cccc3cccc1c23 (configuration not stated)	5%	-2%	-20	-6%	11%	11%
COc1cc(C(=O)N2CCN(S(=O)(=O)c3cccc(F)c3)CC2)ccc1OCC(=O)N1CCOCC1	4%	19%	36	0%	.	23%
COc1cc(-c2nc(-c3cccc(C(F)(F)F)c3)no2)cc(OC)c1OC	1%	-16%	-13	?	4%	?
O=C(Nc1ccccc1C(=O)N1CCCCC1)c1ccco1	-12%	-7%	-30	2%	-4%	-1%
